Assay outcomes: PubChem, National Center for Advancing Translational Sciences (NCATS)
Gal4-VP16 FLuc – counter-screen for ROR gamma inhibitors: Gal4-VP16 reporter | Drosophila S2 Gal4-VP16 UAS-luciferase, luminescence, 20 h | Potency, µM (top dose mostly 53.6 µM), without a hit: at the top dose activity, negative = inhibition, usual class: inhibitors | 310,000 tested, 3.5% active | AID 2546;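 also: Gal4-VP16 expression switched on by copper sulfate through the metallothionein promoter; potency is read from the fitted curve at half-maximal effect; % is scaled to controls: 0 for no effect and ±100 for the full control effect; nearly all actives have a fitted effect of over 50% in size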
FLuc counter – inhibits or activates purified firefly luciferase, miR-21 counter-screen; purified FLuc, Km substrates, luminescence inhibition; 360,000 tested, 6.9% active; P08659; AID 588342; Potency, µM (series often up to 57.5 µM), for inactives: at the top dose activity change, negative = inhibition, hits mostly inhibitors;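 also: potency is read from the fitted curve at half-maximal effect; plate controls were vehicle for no effect and reference inhibitor for full effect; nearly all actives have a fitted effect of over 55% in size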
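Purified P. pyralis luciferase, 10 nM final, with Km-level 10 uM D-luciferin and 10 uM ATP in 50 mM Tris acetate pH 7.5, 10 mM Mg acetate, 0.01% Tween-20, 0.05% BSA; 6-point qHTS titration about 60 µM downward; luminescence read.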
NPC1 promoter act – activates the NPC1 promoter | Huh7 NPC1 promoter luciferase reporter, 24 h | Potency, µM (top dose mostly 9.22 µM), for the others: top-dose activation, usual class: activators | 320,000 tested, 2.4% active | AID 485313;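 also: potency is read from the fitted curve at half-maximal effect; % of control where 0% means no effect; nearly all actives have a fitted effect of over 60% in size; reporter is driven by a mutant NPC1 promoter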
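In 1536-well qHTS, Huh7 cells harboring an NPC1 promoter–luciferase construct received compound for 24 h; activation was quantified by luminescence following luciferase reagent addition.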
ELG1 genotox – genotoxicity induction in ELG1-luciferase HEK293T cells; HEK293T ELG1-luciferase reporter, luminescence, 16 h; Potency, µM (titrated, usually from 46 µM), for inactives: top-dose activity change, positive = activation, hits mostly activators; 330,000 tested, 1.3% active; AID 504466; also: potency is read from the fitted curve at half-maximal effect; % of control where 0% means no effect; nearly all actives have a fitted effect of over 60% in size
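HEK293T cells expressing luciferase-tagged ELG1 were treated with compound or DMSO for 16 hr at 37°C. Luciferase activity was then read after 30 min with ONE-Glo at room temperature; rising signal flags genetic stress.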
Tb PFK block – blocks T. brucei phosphofructokinase; O15648; T. brucei PFK, ADP-Glo luminescence; Potency, µM (highest dose often 57.5 µM), inactives show at the top dose activity, negative = inhibition, usual class: inhibitors; 330,000 tested, 0.17% active; AID 485367;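 also: potency is read from the fitted curve at half-maximal effect; 0% = uninhibited 1x PFK enzyme wells and -100% = no-enzyme wells; nearly all actives have a fitted effect of over 60% in size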
Target sequence (O15648 whole entry, looked up): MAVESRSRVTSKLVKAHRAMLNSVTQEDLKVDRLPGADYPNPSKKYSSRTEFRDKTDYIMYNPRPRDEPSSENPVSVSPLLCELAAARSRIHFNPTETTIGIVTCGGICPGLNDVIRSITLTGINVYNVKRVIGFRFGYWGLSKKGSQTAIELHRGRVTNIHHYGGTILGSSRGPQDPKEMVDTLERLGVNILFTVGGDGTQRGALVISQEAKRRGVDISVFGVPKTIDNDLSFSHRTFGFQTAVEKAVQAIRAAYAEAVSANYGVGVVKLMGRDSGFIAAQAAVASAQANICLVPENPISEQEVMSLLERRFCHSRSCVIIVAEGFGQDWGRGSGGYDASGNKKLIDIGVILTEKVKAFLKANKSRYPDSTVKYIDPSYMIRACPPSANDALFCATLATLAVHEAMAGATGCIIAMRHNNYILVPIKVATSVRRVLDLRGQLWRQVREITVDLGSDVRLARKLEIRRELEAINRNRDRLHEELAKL
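Activity is normalized to no-enzyme wells (full inhibition) and 1.25 nM enzyme wells (no inhibition). Reaction: 0.5 mM F6P, 0.1 mM ATP, 45 min RT, ADP-Glo luminescence; concentration-response curves fitted and classed by quality.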
BRCA1 expr act – activators of BRCA1 expression; MCF7-BRCA1-FFLuc reporter, luminescence, 48 h; response scale: scaled: vehicle 0%, 10 µM genistein 100%; Potency, µM (series often up to 46.1 µM), for inactives: at the highest dose activation, usual class: activators; 380,000 tested, 1.1% active; AID 624202; also: potency is read from the fitted curve at half-maximal effect; nearly all actives have a fitted effect of over 80% in size; some results filed as inactive show a strong effect at the top dose
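MCF7-BRCA1-FFLuc cells, 2000/well in phenol-red-free MEM, attached 2 h then treated 48 h at 37 C. Luciferase luminescence read 15 min after reagent; normalized to genistein maximum activation (10microM) and DMSO, concentration-response fitted.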
ELG1 DNA repair – ELG1-dependent DNA repair inhibition; HEK293T ELG1-luciferase reporter, luminescence, 16 h; DNA damage induced by 5-fluorouridine; Potency, µM (highest dose often 46.1 µM), inactives show top-dose activity change, negative = inhibition, hits mostly inhibitors; 330,000 tested, 2.3% active; also: potency is read from the fitted curve at half-maximal effect; % is scaled to controls: 0 for no effect and ±100 for the full control effect; nearly all actives have a fitted effect of over 55% in size
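Quantitative HTS, concentration-response format. 2,000 cells/well co-treated with 5-fluorouridine and compound, 16 hr in 5% CO2 at 37 °C; ONE-Glo luminescence read after 30 min.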
p53 reactivator – re-activators of mutant p53; H1299 p53-A138V BP100-luciferase reporter, luminescence, 24 h; Potency, µM (series often up to 92.2 µM), inactives show top-dose activity change, positive = activation, hits mostly activators; 320,000 tested, 0.063% active; AID 504706; also: potency is read from the fitted curve at half-maximal effect; % of control where 0% means no effect; nearly all actives have a fitted effect of over 45% in size
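p53-null H1299 cells stably carrying temperature-sensitive p53-A138V and a BP100-luciferase reporter were pinned with compounds (4-point, 1:5 series) and held 24 hrs at 37 deg C. Luminescence was read 10 min after detection reagent.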
Rab9 promoter act – activators of Rab9 promoter. Huh7 Rab9 promoter-luciferase reporter, luminescence, 24 h. Potency, µM (highest dose often 9.22 µM), for inactives: at the top dose activation, negative = inhibition, hits mostly activators. 320,000 tested, 2.8% active; also: potency is read from the fitted curve at half-maximal effect; % of control where 0% means no effect; nearly all actives have a fitted effect of over 60% in size
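Using Huh7 cells stably transfected with Rab9 promoter–luciferase, compounds were incubated 24 h at 37 °C, 5% CO2; luciferase luminescence was read 10 min after reagent addition.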
RORg inh – inhibitors of mouse ROR gamma transcriptional activity. 310,000 tested, 5.4% active. P51450. Drosophila S2 Gal4-RORgamma UAS-luciferase reporter, 20 h. Potency, µM (titrated, usually from 53.6 µM), for inactives: top-dose activity change, negative = inhibition, hits mostly inhibitors; also: potency is read from the fitted curve at half-maximal effect; % is scaled to controls: 0 for no effect and ±100 for the full control effect; nearly all actives have a fitted effect of over 60% in size
Target sequence (P51450 whole entry, looked up, the tested form may be a part): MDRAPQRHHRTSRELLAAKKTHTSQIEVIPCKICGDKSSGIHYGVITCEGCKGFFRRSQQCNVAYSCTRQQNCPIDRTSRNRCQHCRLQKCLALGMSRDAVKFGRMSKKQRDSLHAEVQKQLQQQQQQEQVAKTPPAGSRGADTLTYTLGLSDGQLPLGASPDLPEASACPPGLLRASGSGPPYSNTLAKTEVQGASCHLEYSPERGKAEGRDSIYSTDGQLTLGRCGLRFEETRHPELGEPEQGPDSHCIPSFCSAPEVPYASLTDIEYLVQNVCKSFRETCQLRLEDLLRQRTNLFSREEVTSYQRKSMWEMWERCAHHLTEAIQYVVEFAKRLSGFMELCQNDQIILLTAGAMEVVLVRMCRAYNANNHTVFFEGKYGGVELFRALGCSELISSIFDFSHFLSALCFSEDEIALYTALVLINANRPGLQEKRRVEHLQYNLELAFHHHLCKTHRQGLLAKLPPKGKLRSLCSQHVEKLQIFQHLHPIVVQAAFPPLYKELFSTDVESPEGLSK
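Schneider cells (Drosophila), stable Gal4 DBD–ROR gamma + UAS-luc; 1 hr cmpd preincubation; Cu2+ induction 700 uM final; 20 hr ambient; luminescence.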
TRPV1 agonist – activates the human vanilloid receptor TRPV1; Q8NER1; TRPV1-expressing cells, Fluo-8 calcium influx, agonist mode; activation, % at 8.33 µM; 320,000 tested, 0.19% active; in the data active = activation above about 80%; inconclusive = between about 30% and that limit; also: 0% is about no effect
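Fluo-8 calcium influx in TRPV1-expressing cells, kinetic read (ex 480/em 520 nm). Compound added and read 3 min for agonist activity, followed by capsaicin at EC20 final and 2 min further read for enhancement.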
* = called active by the depositor; ? = inconclusive; nt = no result given; [ ] = dose if it differs, or a comment. Unless noted, calls follow the shape of the dose curve; as a rule, active = well fitted curve in the direction sought with a large enough effect; inconclusive = small, poorly fitted or top-dose-only effect, or another doubt; inactive = no such curve, though single readings can be large; an effect the other way counts as inactive or inconclusive.

SMILES	Gal4-VP16 FLuc	FLuc counter	NPC1 promoter act	ELG1 genotox	Tb PFK block	BRCA1 expr act	ELG1 DNA repair	p53 reactivator	Rab9 promoter act	RORg inh	TRPV1 agonist
CC(C)CNC(=O)COC(=O)c1ccc(F)cc1Cl	-9%	-6%	0%	8%	-15%	0%	16%	8%	0%	13%	3
C=CCn1c(C)cc(C2=NNC(=NC(C)(C)C)SC2)c1C	10µM*	0.34µM*	?	0.58µM*	0%	-73%[inhibitor]	?	8%	?	11µM*	0
CCOC(=O)N1CCN(C(=O)COc2ccccc2OC)CC1	2%	4%	-1%	1%	3%	4%	7%	1%	-6%	-10%	1
CC1CCCC(n2cnc3cc(C(=O)O)ccc32)C1C (stereo not given)	3%	-10%	1%	5%	0%	-3%	4%	-4%	0%	33%	1
O=C(CCNC(=O)c1ccc([N+](=O)[O-])cc1)NC1CCCc2ccccc21 (stereo not given)	nt	3%	6%	-4%	0%	-11%	5%	6%	4%	nt	6
CC(=O)Oc1ccc2ccccc2c1C(NC(=O)C(C)C)c1cccc([N+](=O)[O-])c1 (stereo not given)	-15%	3%	-1%	-28%	-7%	-45%	?	-10%	-3%	4%	-4
COC(=O)CN1C(=S)N(c2ccc(OC)cc2)C(=O)C1CC(=O)Nc1ccc(F)cc1 (stereo not given)	0%	-3%	-20%	-1%	5%	-35%	-21%	10%	1%	37%	2
CCC1CCCCN1C(=O)CSc1nnc(-c2ccc(OC)cc2)o1 (stereo not given)	4%	?	-2%	-5%	11%	4%	-11%	9%	1%	38%	1
O=C(Nc1nc(-c2ccccn2)cs1)c1cccc(-n2cnnn2)c1	-5%	-18%	-5%	0%	-1%	-69%	?	20%	-11%	5µM*	5
Cc1ncc(N=Nc2ccccc2)c(-c2ccccc2)n1	4%	1%	-6%	0%	2%	-36%	15%	-5%	-1%	14%	4
Cc1ccc(OCC(=O)Nc2cc(S(=O)(=O)N3CCOCC3)ccc2Cl)c([N+](=O)[O-])n1	-13%	4%	-4%	-1%	0%	-10%	-4%	-1%	-4%	2%	0
CC(C)Oc1ccc(C(=O)NCc2cccs2)cc1	-6%	13µM*	30%	?	-8%	13µM*	?	7%	?	32%	15
CC(C)n1c(O)c(/C=C2\C=NN=C2c2ccccc2)sc1=S	-28%	-2%	-4%	0%	2%	-14%	-19%	0%	-1%	-37%	nt
COc1ccc(N(CC(=O)NC2CCCCC2)C(=O)CCCC(=O)Nc2ccccn2)cc1	-2%	2%	-4%	-7%	1%	-2%	7%	5%	-4%	0%	-2
Cc1cc(SCC(=O)N/N=C/c2ccccc2C(=O)O)c(C)cc1Br	4%	-3%	-1%	10%	2%	-29%	5%	0%	-1%	-2%	-2
COc1ccc(OC)c(NC(=O)CCN2CCN(C)CC2)c1	9%	9%	-4%	-3%	-7%	6%	-5%	nt	-4%	3%	-9
CC(C)(C)c1cc(N2CCOCC2)n2ncc(-c3ccc(Cl)cc3)c2n1	7%	?	-4%	1%	2%	90%	?	12%	12%	0%	1
CCN(C(=O)COC(=O)c1ccc2[nH]c3c(c2c1)CCCC3)C1CCS(=O)(=O)C1 (stereo not given)	-9%	?	-8%	-1%	-7%	12%	2%	-1%	-3%	9%	1
Cc1cc(C)cc(NC(=O)CCc2c(C)nn(-c3ccc(N4CCCCC4)nn3)c2C)c1	?	4.8µM*	?	10%[9.26 µM]	7%	?	?	?	?	-31%	-4
O=[N+]([O-])c1ccc(CN2CCN(c3ccc4ccccc4n3)CC2)cc1	-4%	-6%	0%	-7%	-3%	0%	-13%	3%	-1%	13%	2

The final two compounds of the part above come first, to join the parts:
SMILES	Gal4-VP16 FLuc	FLuc counter	NPC1 promoter act	ELG1 genotox	Tb PFK block	BRCA1 expr act	ELG1 DNA repair	p53 reactivator	Rab9 promoter act	RORg inh	TRPV1 agonist
Cc1cc(C)cc(NC(=O)CCc2c(C)nn(-c3ccc(N4CCCCC4)nn3)c2C)c1	?	4.8µM*	?	10%[9.26 µM]	7%	?	?	?	?	-31%	-4
O=[N+]([O-])c1ccc(CN2CCN(c3ccc4ccccc4n3)CC2)cc1	-4%	-6%	0%	-7%	-3%	0%	-13%	3%	-1%	13%	2
COc1cccc(-c2noc(C3CCCN(S(=O)(=O)c4cccc(Cl)c4C)C3)n2)c1 (stereo not given)	2%	2%	-3%	-1%	1%	-12%	-15%	-6%	1%	-22%	0
COc1ccc(NCC(=O)N/N=C(\C)c2cc3ccccc3o2)cc1	-15%	17µM*	9%	-3%	0%	0%	-11%	3%	-3%	?	22
O=C(COc1ccc(S(=O)(=O)N2CCOCC2)cc1Cl)NC1CC1	2%	3%	1%	0%	-5%	-6%	25%	-4%	13%	-21%	-3
O=C(NC1(C(F)(F)F)N=C(c2ccccc2)NC1=O)c1ccccc1F (stereo not given)	7%	0%	1%	0%	1%	2%	2%	3%	-7%	26%	-2
CC(=O)OCC(OC(C)=O)C(OC(C)=O)C(OC(C)=O)C(=O)Nc1ccccc1 (stereo not given)	-1%	-14%	0%	-1%	-2%	0%	-2%	0%	-3%	12%	-3
CN(CCOCCOc1ccc2ccccc2c1)Cc1ccccc1	15%	-8%	-1%	0%	2%	0%	-2%	2%	-1%	?	10
COc1ccc(Br)cc1/C=C/C(=O)Nc1ccc2ccccc2c1	-9%	-5%	-1%	0%	-1%	-43%	-9%	6%	-5%	36%	-1
CC1=NN2C(=N)/C(=C\c3cc(C)n(-c4cccc(C)c4)c3C)C(=O)N=C2S1	16%	?	6%	0%	4%	19%	-2%	-1%	7%	-3%	-1
O=C(c1cccc(Br)c1)N1CCN(S(=O)(=O)N2CCCCCC2)CC1	3%	1%	-4%	-14%	0%	-9%	0%	-12%	4%	27%	13
CCC(C)[C@H](NC(=O)NCc1cccc(OC)c1)C(=O)O (stereo not given in full)	-6%	-2%	1%	-2%	0%	-6%	4%	-4%	0%	-21%	-3
Cc1cc(NC(=O)c2cc3nc(C4CC4)cc(C(F)(F)F)n3n2)no1	3%	3%	2%	3%	-9%	-7%	6%	6%	3%	25%	0
O=C(NCCc1ccccn1)c1cc(-c2ccc(Cl)cc2)nc2ccccc12	?	17µM*	-3%	-12%	-9%	-26%	23µM*	-10%	10%	-95%	-1
O=C(O)CCC(=O)N1CCOc2ccc(Cl)cc21	-3%	5%	2%	3%	-2%	-13%	16%	6%	-2%	16%	0
Cc1cccc2nc(Cn3c(=O)n(CCC(=O)NCc4ccco4)c(=O)c4sccc43)cc(=O)n12	-9%	5%	0%	1%	0%	0%	7%	12%	0%	-29%	4
CCOC(=O)[C@H]1[C@H]2COc3ccc(Cl)cc3[C@@H]2N2C(=O)c3cc(F)c(F)cc3NC(=O)[C@@]12C	nt	0%	-2%	-4%	0%	-55%	-9%	-6%	-4%	nt	81*
CC(Sc1nc(N)cc(N)n1)C(=O)Nc1ccc(N2CCOCC2)cc1 (stereo not given)	nt	-12%	0%	1%	0%	0%	?	6%	-1%	nt	1
CCOc1ccc(S(=O)(=O)N2Cc3ccccc3CC2C(=O)O)cc1 (stereo not given)	-8%	-1%	1%	0%	2%	-18%	-16%	-2%	-2%	-25%	0
O=C(CCC(=O)N1CCN(c2ccccc2F)CC1)c1ccc(Cl)s1	nt	nt	nt	0%	-3%	-3%	0%	8%	nt	nt	nt
COc1ccc(S(=O)(=O)N2Cc3ccccc3CC2C(=O)O)cc1 (stereo not given)	4%	5%	-5%	1%	?	0%[1.84 µM]	0%	-4%	3%	-3%	2
Nn1c(=O)[nH]c2c([nH]c3ccccc32)c1=O	-15%	0%	2%	-3%	2%	-5%	15%	-6%	-1%	6%	-4
CC(/C=N/NC(=O)C(O)c1ccccc1)=C\c1ccccc1 (stereo not given)	5%	13µM*	?	7%	0%	78%	?	18%	?	19%	12
CCN(CC)CC(=O)Nc1cccc(S(=O)(=O)N2CCCC2)c1	3%	0%	0%	-1%	-8%	2%	2%	-6%	-3%	31%	1
Cc1ccc(-c2nnc(SCC(=O)N/N=C/c3ccccc3C(=O)O)n2C2CCCCC2)cc1	9%	3%	14%	3%	0%	0%	1%	2%	-1%	11%	-4
CCc1cccc(C)c1NC(=S)NCC(c1cccnc1)N1CCOCC1 (stereo not given)	-9%	0%	2%	1%	-6%	-1%	-2%	-2%	1%	-25%	2
Cc1ccc(S(=O)(=O)n2nc(-c3ccco3)nc2N)cc1	-16%	-2%	-8%	6%	-13%	-9%	?	0%	-3%	-1%	6
Clc1ccc(N2CCN(/N=C/c3cccnc3)CC2)cc1	-11%	5%	-6%	-9%	-3%	-3%	-10%	-5%	-6%	12%	3
